Screening data as filed in PubChem BioAssay.
SENP7 inh – SENP7 protease inhibition; AID 434973; actives 1.5% (n = 330,000); recombinant SENP7, Z-RLRGG-aminoluciferin luminescence, 40 min; Q9BQF6; inhibition, % at 5 µM;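 active = inhibition above about 50% at the single test dose, limit read from the data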;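 also: plate controls were DMSO with enzyme for no effect and no enzyme buffer wells for full effect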
Target sequence (Q9BQF6 706-1050 limits assumed): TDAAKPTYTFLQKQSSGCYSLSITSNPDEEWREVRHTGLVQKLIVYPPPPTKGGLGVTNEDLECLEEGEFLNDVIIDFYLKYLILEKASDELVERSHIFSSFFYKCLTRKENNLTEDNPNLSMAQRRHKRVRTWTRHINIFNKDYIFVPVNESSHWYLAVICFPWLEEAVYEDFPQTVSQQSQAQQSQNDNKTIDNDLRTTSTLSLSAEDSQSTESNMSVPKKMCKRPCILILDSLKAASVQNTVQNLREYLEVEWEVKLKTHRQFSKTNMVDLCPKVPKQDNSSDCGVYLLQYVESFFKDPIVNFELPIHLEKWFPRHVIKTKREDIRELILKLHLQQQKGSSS
SENP1 inh – blocks the human SENP1 SUMO protease catalytic domain; Q9P0U3; recombinant SENP1 catalytic domain, CyPet-SUMO1-YPet FRET cleavage; inhibition, % at 10 µM; actives 0.21% (n = 360,000);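 active = inhibition at least 30% at 10 µM, raw YFP signal under a set limit, fluorescence ratio 0.5 to 1.5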;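 also: 0% = enzyme with DMSO and 100% = no enzyme wells; some results filed as inactive read as strong as hits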
Target sequence (Q9P0U3 419-644 limits assumed): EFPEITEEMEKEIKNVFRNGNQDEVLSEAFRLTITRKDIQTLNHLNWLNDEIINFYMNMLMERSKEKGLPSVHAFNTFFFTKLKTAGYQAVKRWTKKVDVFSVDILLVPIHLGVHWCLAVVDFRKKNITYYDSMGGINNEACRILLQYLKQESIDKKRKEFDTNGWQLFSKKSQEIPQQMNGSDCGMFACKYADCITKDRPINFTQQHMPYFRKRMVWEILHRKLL
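Assay system: hSENP1 catalytic domain, recombinant. Amount: SENP1 enzyme, 20 pM final. Schedule: 50 min reaction, RT, dark. Technique: FRET, CFP and YFP emission. Control set: no-enzyme wells low, DMSO-plus-enzyme wells high control.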
HKDC1 inhibitor – inhibitors of human hexokinase HKDC1; AID 493160; actives 0.16% (n = 340,000); inhibition, % at 20 µM; Q2TB90; recombinant HKDC1, G6PDH/diaphorase resazurin coupled fluorescence;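 active = inhibition above about 35% when tested at 20 µM, limit read from the data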;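 also: plate controls were DMSO wells with enzyme for no effect and DMSO wells lacking enzyme for full effect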
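Test system: HK5 enzyme. Quantity: 5 µg/mL HK5 final. Reagent: glucose and ATP substrates. Schedule: 90 min reaction incubation at room temperature, dark. Technique: resazurin-to-resorufin fluorescence via G6PDH and diaphorase coupling, 525/613 nm. Control set: DMSO wells with and without enzyme mix.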
Apaf1 inhib – human Apaf-1 inhibition | O14727 | reconstituted apoptosome caspase-3 activity, DEVD-Rh110 fluorescence | inhibition, % at 20 µM | actives 0.71% (n = 330,000); active = inhibition of at least 40% at 20 µM;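 also: plate controls were DMSO wells for no effect and DEVD-CHO caspase inhibitor wells for full effect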
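System: reconstituted apoptosome with Apaf-1, cytochrome c, caspase-9, procaspase-3, dATP; Signal: Rh110 fluorescence intensity; Schedule: 30 min compound preincubation, 50 min activation, room temperature; Reagent: cytochrome c trigger plus (Z-DEVD)2-Rh110 caspase-3 substrate.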
SENP8 block-1 – SENP8 (human) protease inhibition; Q96LD8; recombinant SENP8, Nedd8 substrate fluorescence; inhibition, % at 20 µM; AID 602440; actives 0.64% (n = 360,000); in the data active = inhibition mostly above about 40%, no sharp cut-off; inactive = mostly below about 27%
Target sequence (Q96LD8 whole entry, looked up): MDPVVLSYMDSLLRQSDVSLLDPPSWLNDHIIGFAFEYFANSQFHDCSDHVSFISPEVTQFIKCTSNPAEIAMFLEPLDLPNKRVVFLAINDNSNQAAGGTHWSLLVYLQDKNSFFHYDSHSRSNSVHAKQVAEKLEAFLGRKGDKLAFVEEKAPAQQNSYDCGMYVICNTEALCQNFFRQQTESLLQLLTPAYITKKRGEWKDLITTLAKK
SENP6 block – SENP6 protease inhibition; Recombinant SENP6 catalytic domain, aminoluciferin luminescence; inhibition, % at 10 µM; actives 1.8% (n = 330,000);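 active = inhibition above about 50% at the single tested dose, limit read from the data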;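 also: plate controls were DMSO wells with enzyme for no effect and DMSO wells lacking enzyme for full effect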
SENP8 block-2 – SENP8 protease inhibition; purified SENP8, Z-RLRGG-aminoluciferin cleavage, luminescence; actives 1.2% (n = 330,000); inhibition, % at 10 µM; Q96LD8; AID 2540; in the data active = inhibition above about 50%
PfG6PD inh – PfG6PD (Plasmodium falciparum) enzyme inhibition. PfGluPho enzyme, NADPH resazurin-diaphorase fluorescence. AID 504690. inhibition, % at 20 µM. actives 0.78% (n = 350,000);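 active = inhibition reaching at least a set limit at 20 µM in the primary screen, cut at about 59% in these data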;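 also: 0% = DMSO wells with substrate and 100% = DMSO wells lacking glucose-6-phosphate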
* marks the source's active call; other numbers are inactive results; i = inactive; · = not tested or not shown.

SMILES	SENP7 inh	SENP1 inh	HKDC1 inhibitor	Apaf1 inhib	SENP8 block-1	SENP6 block	SENP8 block-2	PfG6PD inh
CCOC(=O)C1CCN(C(=O)C2CCCN(S(=O)(=O)c3ccc(OC)c(Cl)c3)C2)CC1 (stereo not drawn)	-7	0	-8	19	14	-7	5	-5
O=C1CC(C(=O)Nc2ccc(F)cc2)n2cnnc2N1 (stereo not drawn)	-9	0	-4	-7	6	8	-3	-9
COCCNC(=O)COC(=O)c1cccnc1SC	6	-1	-5	-9	13	15	1	4
COc1ccccc1-c1nc(S(=O)(=O)c2ccc(Cl)cc2)c(N(C)C)o1	6	0	-6	-19	12	-4	3	4
COc1ccc(CNC(=O)CCCCCNC(=O)N2CCn3c2nc2ccccc23)cc1	-1	0	-4	3	14	4	-7	17
CC(C)OC(=O)CCNc1n[nH]c(=O)[nH]c1=O	7	0	5	0	18	-4	0	-19
CCCc1nc2oc3c(Cl)ncnc3c2c2c1CCCC2	5	1	2	-14	-7	-19	-2	-17
O=C(NCc1cccc(Cl)c1)c1ccc2c(c1)OCO2	6	1	-6	0	16	1	2	3
CCn1cc(C(=O)NCCc2ccc(OC)cc2)c(=O)c2ccc(C)nc21	0	3	-2	10	8	-19	2	20
COc1ccc(NC2CCCN(C(=O)c3ccccc3C(F)(F)F)C2)cc1 (stereo not drawn)	4	2	0	14	15	-6	-5	9
CCOC(=O)CC1C(=O)NCCN1S(=O)(=O)c1ccccc1 (stereo not drawn)	1	3	-7	-17	13	8	-1	-1
CCOC(=O)c1c(NC(=O)C2(C)Cc3ccccc3C(=O)O2)sc2c1CCCC2 (stereo not drawn)	-8	2	-10	33	-12	-19	-7	33

3 entries out of the list above, sorted by their value in HKDC1 inhibitor, falling:
Molecule	SENP7 inh	SENP1 inh	HKDC1 inhibitor	SENP6 block	PfG6PD inh
COc1ccc(NC2CCCN(C(=O)c3ccccc3C(F)(F)F)C2)cc1 (stereo not drawn)	4	2	0	-6	9
COc1ccccc1-c1nc(S(=O)(=O)c2ccc(Cl)cc2)c(N(C)C)o1	6	0	-6	-4	4
CCOC(=O)CC1C(=O)NCCN1S(=O)(=O)c1ccccc1 (stereo not drawn)	1	3	-7	8	-1

Going on with the list.
SMILES	SENP7 inh	SENP1 inh	HKDC1 inhibitor	Apaf1 inhib	SENP8 block-1	SENP6 block	SENP8 block-2	PfG6PD inh
CN(CCC#N)C(=S)Nc1ccc(S(=O)(=O)N2CCOCC2)cc1	7	2	-10	6	4	-6	-1	-1
O=C(NCc1ccccc1)C1Cc2ccccc2CN1C(=O)c1ccco1 (stereo not drawn)	-6	-9	-5	10	8	-6	-12	12
COC(=O)c1ccc(Cn2cc([N+](=O)[O-])cn2)cc1	8	0	-7	-2	2	-8	-4	4
COC(=O)c1cc(S(=O)(=O)N2c3ccccc3CC2C)cn1C (stereo not drawn)	-1	-2	-1	-9	11	-13	-10	3
CCN(C(=O)c1ccc2c(=O)n3c(nc2c1)CCCCC3)c1ccc(F)cc1	4	0	1	1	7	6	-1	-19
Cc1oc2cc3oc(=O)c(CCC(=O)N4C[C@H]5C[C@@H](C4)c4cccc(=O)n4C5)c(C)c3cc2c1C	-4	-1	6	7	-194	-8	7	22
CC(C)n1c(=O)n(CC(=O)NCC2CCCO2)c(=O)c2c3c(sc21)COC(C)(C)C3 (stereo not drawn)	5	0	-9	1	16	-11	3	-14
CCN(CC)C(=O)CN(Cc1ccccc1)S(=O)(=O)c1ccc(F)cc1	2	-1	0	-2	30	8	-8	-4
Cc1onc(-c2ccccc2)c1C(=O)Nc1ccc(S(=O)(=O)Nc2nccs2)cc1	4	2	1	-17	22	-8	3	-35
COc1ccc(OC)c(N(CC(=O)N2CCCC2)S(=O)(=O)c2ccccc2)c1	-1	0	2	10	-3	-5	2	4
O=C(N/N=C/C(Br)=C\c1ccccc1)c1ccco1	0	1	-5	11	13	11	2	3
Cc1ccc2c(c1)N(CC(=O)NCCCN1CCN(C)CC1)C(=O)CO2	-1	1	4	1	17	-6	0	-8
COc1ccc(CN2CCNC(=O)C2CC(=O)NC2CCCCCCC2)cc1OC (stereo not drawn)	-1	-12	-5	9	-16	-11	11	-5
COc1ccccc1-c1cc(C(=O)Nc2c(C)n(C)n(-c3ccccc3)c2=O)no1	-9	3	-4	-12	7	-7	-9	-3
CNC[C@@H]1Oc2ccc(NC(=O)Nc3c(C)noc3C)cc2CC(=O)N([C@H](C)CO)C[C@H]1C	-10	1	-4	7	16	-7	-9	3
CCOC(=O)C1CCN(CC(O)COCc2ccccc2)CC1 (stereo not drawn)	-8	1	-3	9	11	-35	-10	8
C=CCN1C(=O)/C(=C\C(C)=C\c2ccccc2)SC1=S	-8	0	5	-1	16	-6	-2	0
CCn1c(SCC(=O)c2ccc(Cl)s2)nnc1-c1cccs1	-6	0	8	14	-81	-3	-9	55
Cc1ccc([N+](=O)[O-])cc1N=C(c1ccc([N+](=O)[O-])cc1)N1CCOCC1	-11	0	-11	-2	28	-30	-6	0
CCCCN(C1CCS(=O)(=O)C1)S(=O)(=O)c1cccs1 (stereo not drawn)	-13	1	-4	20	6	-15	-9	7
CC(C)Cc1nnc(NC(=O)CSc2nc(O)c(-c3ccccc3)c(=O)[nH]2)s1	-10	1	-18	13	7	-8	-12	-16
CCOc1ccccc1C1C(C(=O)Nc2ccccc2OC)=C(C)Nc2nnnn21 (stereo not drawn)	-8	0	-5	8	3	-16	-5	3
COCCCNC(=S)NNC(=O)C(O)(c1ccccc1)c1ccccc1	0	2	-6	-2	14	-10	-3	-14
COc1ccccc1CNC(=O)CSc1ccc(-c2ccccn2)nn1	0	3	4	-14	21	-20	1	7
COC(=O)c1sc(NC(=O)CSc2nc3nc(C)cc(C)n3n2)c(C(=O)OC)c1C	8	-4	35*	0	11	14	11	44
Cc1nnc(SCCC(=O)Nc2ccc(Cl)cc2)o1	-3	3	-5	0	5	8	5	-21
CSc1ccc(/C=C2/C(=N)N3N=C(CC(=O)N4CCCC4)SC3=NC2=O)cc1	5	-3	5	4	-8	18	5	-25
COc1ccccc1N1C(=O)C(Cl)=C(Nc2ccccc2O)C1=O	·	46*	-1	·	30	·	·	39
CCn1c2ccc(C)cc2c2n[nH]c(=S)nc21	-4	2	-2	-2	16	-5	-4	49
CC(=O)Nc1ccc(C(=O)CCl)cc1	-7	-6	-1	5	-2	-9	-7	28
CCC(CO)Oc1cc(NC(=O)c2cccc(C)c2)c2ncn(C(C)C)c2c1 (stereo not drawn)	-4	0	27	25	13	-11	-6	30
O=C(CCNC(=O)c1ccco1)Nc1ccccc1N1CCOCC1	-1	0	-2	-11	0	-2	0	8
NCC(c1ccccc1)c1c[nH]c2ccccc12 (stereo not drawn)	4	-1	13	1	4	5	6	6
Cc1ccc(NC(=O)c2cnccn2)cc1S(=O)(=O)N(C)C	-4	1	-12	-6	19	-16	-8	0
COc1ccc(NC(=O)CC2C(=O)N(C)C(=S)N2CCc2ccccc2)cc1 (stereo not drawn)	4	1	-3	5	12	-7	-1	7
Cc1nn(-c2ccccc2)c(C)c1C=O	4	1	-5	-22	20	11	-2	-5
COc1ccc(C(=O)NC2CCN(CC(=O)NCc3ccccc3F)CC2)cc1	-3	-2	-7	1	4	-17	2	0
O=C(Cc1cccs1)NCCN1CCOCC1	-10	-2	-9	-9	15	-5	-8	-4
O=S(=O)(O)c1cc(O)c2cc(Nc3ccccc3)ccc2c1	·	-23	22	·	i	·	·	9
Cc1ccc(S(=O)(=O)Nc2ccc(C(=O)N3CCOCC3)cc2)cc1	-2	0	-6	-5	8	10	0	-7
CC(C)Oc1cccc(-c2cc(C(=O)N3CCN(S(C)(=O)=O)CC3)c3ccccc3n2)c1	1	-1	-4	-4	-265	4	1	12
O=C(N1CCOCC1)N1CCN(Cc2ccccc2)CC1	1	1	2	-4	11	-2	4	-12
Cc1csc(=Nc2ccccc2)n1C	-7	0	-4	-12	13	-9	-14	10
Cn1c(=O)c2c(nc(SCC(=O)c3cccs3)n2Cc2ccc(F)cc2)n(C)c1=O	-3	2	-5	10	14	-17	-2	1
COc1ccc(CCC(=O)OCc2csc(CC(=O)Nc3ccccc3C)n2)cc1	-2	-15	-8	18	-6	-2	0	10
Cc1ccc(S(=O)(=O)NCc2ccccc2)cc1C(=O)N(C)CC(=O)Nc1c(Cl)cccc1Cl	1	0	1	9	-2	12	7	-1
COc1cccc(/C=C/C(=O)c2ccc3c(c2)OCCO3)c1OC	4	1	6	11	9	-22	4	10
CC(=O)c1ccc(N2CCN(CC(O)COC(c3ccccc3)c3ccccc3)CC2)cc1 (stereo not drawn)	-26	3	-2	32	-14	6	-2	-4
O=C(NCc1cccc(Cl)c1)c1ccc(N2CC3CC(C2)c2cccc(=O)n2C3)c(NC(=O)c2cccnc2)c1 (stereo not drawn)	3	-4	-4	14	6	26	3	10
Cc1ccc(-n2ncc3c(=O)n(-c4ccc(C)c(C)c4)c(-c4ccco4)nc32)cc1	2	-29	11	23	-52	-8	9	19
Cc1sc(NC(=O)c2cc(-c3ccccc3)nc3ccccc23)c(C(N)=O)c1C	-2	5	-5	1	10	-16	-6	15
CCOc1ccc(CCNC(=O)CCC(=O)c2cccs2)cc1OCC	4	-1	-8	-9	8	-4	5	5
Cc1ccc(NC(=S)NC2CC3CCC(C2)N3Cc2ccco2)c(C)c1 (stereo not drawn)	-2	-1	-9	-14	15	-21	-4	7
Cc1ccc(S(=O)(=O)NC(CC(C)C)C(=O)Nc2ccncc2)cc1 (stereo not drawn)	-13	-3	2	-6	17	-3	-12	-14
Cc1noc(C)c1S(=O)(=O)N(C)C[C@H]1Oc2ccc(NS(=O)(=O)c3ccccc3)cc2C(=O)N([C@H](C)CO)C[C@@H]1C	-6	-1	-2	12	14	-23	-11	-13
CSc1ccccc1NC(=S)NC1CCCC1	4	2	-3	-3	8	-8	0	3
Cc1c(C(=O)N(C)C2CC(C)(C)NC(C)(C)C2)oc2c(F)cccc12	8	1	-8	5	3	-11	-10	1
Cc1nc2nc(SCC(=O)c3ccccc3)[nH]c2cc1Br	4	1	-1	-7	13	7	-2	1
COc1cc(CCC(=O)OCC(=O)Nc2ccc(F)cc2F)cc(OC)c1OC	6	4	-2	7	14	10	-3	7
CC(=O)N1CCc2cc(Br)cc(S(=O)(=O)N3CCN(C(=O)c4ccco4)CC3)c21	-1	0	-1	1	15	-12	-5	-15
CCC1(C)Cc2ccccc2-c2c1c(=O)n(-c1ccc(C)cc1)c1nnnn21 (stereo not drawn)	-4	1	3	25	-78	-6	-2	-9
CC(=O)N(c1cccc(Cl)c1)c1nc(C)cc(C)c1C#N	0	0	-2	-2	21	1	-3	10
CCOC(=O)c1cnc(SC)nc1N	4	1	-6	-9	14	-1	-5	-8

Among those listed so far, these contain an NH in an aromatic ring.
SMILES	SENP7 inh	SENP1 inh	HKDC1 inhibitor	Apaf1 inhib	SENP8 block-1	SENP6 block	SENP8 block-2	PfG6PD inh
CC(C)OC(=O)CCNc1n[nH]c(=O)[nH]c1=O	7	0	5	0	18	-4	0	-19
CC(C)Cc1nnc(NC(=O)CSc2nc(O)c(-c3ccccc3)c(=O)[nH]2)s1	-10	1	-18	13	7	-8	-12	-16
CCn1c2ccc(C)cc2c2n[nH]c(=S)nc21	-4	2	-2	-2	16	-5	-4	49
NCC(c1ccccc1)c1c[nH]c2ccccc12 (stereo not drawn)	4	-1	13	1	4	5	6	6
Cc1nc2nc(SCC(=O)c3ccccc3)[nH]c2cc1Br	4	1	-1	-7	13	7	-2	1
